ERG Ets-DNA blk – blocks human ERG Ets domain binding to DNA. P11308. Potency, µM (highest dose often 76.9 µM), for the others: at the highest dose FP activity, negative = inhibition, usual class: inhibitors. fluorescence polarization, His-ERG Ets domain / labelled DNA. AID 624246. hit rate 0.028% among 370,000; active = well fitted inhibition curve with a large enough effect in the polarisation, with a control signal flat; inconclusive = small, poorly fitted or top-dose-only effect, or effect the other way, or a change in a side signal; inactive = no such curve, though single readings can be large or run the other way; the % refers to the polarisation;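 note: polarization taken with two DNA probes labelled with fluorescein and Texas red; potency is the fitted concentration of half-maximal effect; % of control where 0% means no effect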
Target sequence (P11308 whole entry, looked up, the tested form may be a part): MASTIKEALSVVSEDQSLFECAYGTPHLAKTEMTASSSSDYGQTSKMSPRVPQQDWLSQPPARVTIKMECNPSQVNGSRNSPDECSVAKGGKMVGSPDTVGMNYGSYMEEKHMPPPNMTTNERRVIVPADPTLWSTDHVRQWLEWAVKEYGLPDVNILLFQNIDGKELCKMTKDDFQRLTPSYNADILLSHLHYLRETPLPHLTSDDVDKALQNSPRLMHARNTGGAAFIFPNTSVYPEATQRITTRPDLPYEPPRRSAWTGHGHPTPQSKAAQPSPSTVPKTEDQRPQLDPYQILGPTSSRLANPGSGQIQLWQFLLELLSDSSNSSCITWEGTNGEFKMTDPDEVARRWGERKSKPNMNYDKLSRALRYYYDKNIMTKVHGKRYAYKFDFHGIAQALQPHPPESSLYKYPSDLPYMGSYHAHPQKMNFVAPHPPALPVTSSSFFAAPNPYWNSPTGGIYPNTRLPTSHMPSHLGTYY
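His-tagged ERG Ets domain (1 uM in the protein solution; 300mM KCl, 50mM Tris-HCl, 1mM EDTA, 1mM DTT, pH 7.5) received compound, then a probe mix of 5 nM fluorescein-DNA and 100nM Texas-615-DNA. Fluorescence polarization was read for both dyes.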
HP1b chromo inh – blocks HP1-beta chromodomain binding to methylated histone tails. P83916. AlphaScreen HP1-beta / biotin-H3K9me3 peptide binding. Potency, µM (series often up to 114 µM), for inactives: at the top dose activity change, negative = inhibition, actives largely listed as inhibitors. hit rate 0.56% among 390,000; note: potency is the fitted concentration of half-maximal effect; nearly all actives have a fitted effect of over 70% in size; inactives centre near 23
Target sequence (P83916 whole entry, looked up): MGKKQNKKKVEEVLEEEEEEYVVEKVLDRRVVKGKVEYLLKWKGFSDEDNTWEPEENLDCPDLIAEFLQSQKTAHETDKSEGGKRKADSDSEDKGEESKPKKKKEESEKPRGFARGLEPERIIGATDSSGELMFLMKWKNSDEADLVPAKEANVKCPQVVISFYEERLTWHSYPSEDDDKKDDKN
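AlphaScreen: HP1-beta (50 nM) preformed 30 min with biotin-H3(1-18)K9me3 peptide (50 nM) in PBS pH 7.4, 0.01% Tween-20. Compound added for 30 min at RT, then streptavidin donor/nickel chelate acceptor beads (10 ug/mL) for 30 min.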
GLS inh – glutaminase GLS (human) inhibition; O94925; GLS enzymatic activity, qHTS titration; Potency, µM (titrated, usually from 45.5 µM), for the others: at the top dose activity change, negative = inhibition, most hits filed as inhibitors; hit rate 0.21% among 410,000; AID 624170; note: potency is the fitted concentration of half-maximal effect; % is set by controls: 0 for no effect and ±100 for the full control effect
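Compounds were pin-transferred onto hKGA, after which L-glutamine (1 mM solution) and a detection mix of glutamate oxidase, HRP and Amplex Red were added. Initial and 30 min RT fluorescence reads were collected.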
PI4K2A block – blocks human PI4K2A kinase activity; activity change, negative = inhibition, % at 76.9 µM; AID 1346378; purified PI4K2A, ADP-Glo luminescence, 1 h; stronger effect = lower value; hit rate 0.13% among 420,000; in the data active = activity change below about -50%; inconclusive = mostly about -30% to -49%;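 note: -100% = wells without enzyme as full effect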
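Compounds are screened against recombinant PI4K2A using PI as substrate and ATP, the latter dispensed at 300 microM. Reactions run one hour at ambient temperature before ADP-Glo detection; full inhibition defined by wells lacking enzyme.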
JMJD2A Tudor inh – inhibitors of human JMJD2A Tudor domain | AID 504339 | Potency, µM (highest dose often 114 µM), for inactives: at the top dose activity change, negative = inhibition, actives largely listed as inhibitors | AlphaScreen JMJD2A-Tudor / H3K4me3 peptide binding | hit rate 4.4% among 390,000 | O75164; note: potency is the fitted concentration of half-maximal effect; % is set by controls: 0 for no effect and ±100 for the full control effect; nearly all actives have a fitted effect of over 50% in size
Pin1 inh – human Pin1 inhibition; Potency, µM (titrated, usually from 115 µM), without a hit: top-dose activity, negative = inhibition, most hits filed as inhibitors; Q13526; Pin1 FP peptide displacement, HiFluor488, 10 min; hit rate 0.009% among 390,000; active = well fitted inhibition curve with a large enough effect in the polarisation, with a control signal flat, not every such curve was filed as active; inconclusive = small, poorly fitted or top-dose-only effect, or effect the other way, or a change in a side signal; inactive = no such curve, though single readings can be large or run the other way; the % refers to the polarisation; note: potency is the fitted concentration of half-maximal effect; % is set by controls: 0 for no effect and ±100 for the full control effect
BAZ2B block – inhibitors of human BAZ2B bromodomain | Q9UIF8 | AlphaScreen BAZ2B-H3K14Ac peptide displacement | hit rate 4.4% among 360,000 | Potency, µM (titrated, usually from 114 µM), without a hit: at the highest dose activity change, negative = inhibition, most hits filed as inhibitors; note: potency is the fitted concentration of half-maximal effect; % is set by controls: 0 for no effect and ±100 for the full control effect; nearly all actives have a fitted effect of over 60% in size
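Complex of BAZ2B and biotin-H3K14Ac (50 nM apiece) forms over 30 min at RT, then faces library compounds up to 110 uM for another 30 min; AlphaScreen beads added, 20 min dark incubation, luminescence read.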
PGK inhibitor – blocks T. brucei phosphoglycerate kinase; Potency, µM (series often up to 57.5 µM), for the others: at the top dose activity change, negative = inhibition, most hits filed as inhibitors; PGK/GAPDH coupled, Kinase-Glo luminescence, 60 min; hit rate 0.043% among 380,000; note: potency is the fitted concentration of half-maximal effect; % is set by controls: 0 for no effect and ±100 for the full control effect; nearly all actives have a fitted effect of over 60% in size
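Luminescent ATP detection (Kinase-Glo Plus) follows a 60-minute room-temperature incubation, with wells lacking PGK as controls. Buffer: 100 mM TEA (pH 7.6), 5 mM MgCl2, 0.01% Tween-20. Coupling enzyme GAPDH (100 nM final) supplies unstable 1,3-BPG in-well.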
G9a inh – inhibitors of human histone lysine methyltransferase G9a. Q96KQ7. G9a H3K9 monomethylation, AlphaScreen, 2 h. Potency, µM (doses to about 102 µM), without a hit: at the highest dose activity, negative = inhibition, most hits filed as inhibitors. hit rate 8.8% among 350,000; note: potency is the fitted concentration of half-maximal effect; % is set by controls: 0 for no effect and ±100 for the full control effect; nearly all actives have a fitted effect of over 75% in size
Target sequence (Q96KQ7 913-1193 limits assumed): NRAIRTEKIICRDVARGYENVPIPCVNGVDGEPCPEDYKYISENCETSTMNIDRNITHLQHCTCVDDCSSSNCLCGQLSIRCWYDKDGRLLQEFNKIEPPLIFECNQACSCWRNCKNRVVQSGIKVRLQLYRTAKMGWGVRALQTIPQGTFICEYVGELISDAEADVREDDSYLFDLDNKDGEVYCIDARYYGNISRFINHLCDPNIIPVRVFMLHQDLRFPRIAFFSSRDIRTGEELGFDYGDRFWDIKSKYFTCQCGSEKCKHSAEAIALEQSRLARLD
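Readings reflect AlphaScreen signal from monomethyl-H3K9 antibody detection. HMT at 20 nM; substrate b-H3K9 500 nM; cofactor SAM 20 uM; 2 h RT reaction; compounds tested as titrations in qHTS with 15 min preincubation.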
An asterisk follows results filed as active; i = inactive; u = inconclusive; x = no result given; [ ] = dose if it differs, or a comment. Unless noted, calls come from the whole dose curve; as a rule, active = well fitted curve in the direction sought with a large enough effect; inconclusive = small, poorly fitted or top-dose-only effect, or another doubt; inactive = no such curve, though single readings can be large; an effect the other way counts as inactive or inconclusive. This is a random part of the collection; about 11% have a hit in one of these screens.

mol | ERG Ets-DNA blk | HP1b chromo inh | GLS inh | PI4K2A block | JMJD2A Tudor inh | Pin1 inh | BAZ2B block | PGK inhibitor | G9a inh
COc1ccc(S(=O)(=O)n2nc(-n3c(C)ccc3C)c3c(F)cccc32)cc1OC | 4% | 20% | -6% | 4 | -33% | 24% | -14% | -2% | x
OCCNCCOc1ccccc1F | -3% | 33% | 6% | 4 | -7% | 0% | 0% | -4% | -1%[59 µM]
COC(=O)c1ccc(NS(=O)(=O)c2cc3c4c(c2)CCC(=O)N4CCC3)cc1 | 1% | 25% | 5% | 3 | -3% | -1% | 17% | 1% | 20%[2.33 µM]
O=C(c1ccccc1)N1CCOC12CCN(c1ncc(C(F)(F)F)cc1Cl)CC2 | 1% | 38%[activator] | 1% | -6 | 9% | -5% | -1% | -3% | -6%
CCOC(=O)CS(=O)(=O)CC(=O)Nc1ccc([N+](=O)[O-])cc1OC | 8% | 49%[activator] | 2% | 1 | -16% | -3% | -20% | -1% | -1%
CCOc1ccc(C(=O)N2CCCCC2CCN2CCOCC2)cc1 (stereo not drawn) | 0% | 26% | 4% | -1 | -16% | -1% | -1% | i | -1%[59 µM]
Cc1cc(C)cc(NC(=O)C2CCCN(S(=O)(=O)c3ccc4[nH]c(=O)ccc4c3)C2)c1 (stereo not drawn) | 1% | 49%[activator] | 0% | -4 | -16% | -6% | 0% | -6% | 15%
Cc1ccc(C(=O)NCC(=O)Nc2ccc(Cl)cc2)s1 | -4% | 16% | 26% | -2 | -12% | 10% | x | -5% | x
Cc1ccc2nc(Cl)c3cc(C(=O)N4CCCC(C)C4)sc3c2c1 (stereo not drawn) | -3% | 60%[activator] | -10% | -2 | 20% | 10% | 2% | -1% | 35%[activator][59 µM]
CC(=O)N1CCC(N(CCN2CCOCC2)C(=S)Nc2c(C)cccc2C)CC1 | 11% | 26% | 11% | -1 | -2% | -5% | 4% | -22% | 21%[59 µM]
COc1ccc(OC)c(S(=O)(=O)N2Cc3ccccc3CC2C(=O)O)c1 (stereo not drawn) | -3% | 13% | 6% | 4 | 2% | -11% | -9% | -5% | -33%[59 µM]
O=C(Nc1cccc(C(F)(F)F)c1)c1ccc2c(c1)nnn2C1CCCC1 | 2% | 13% | 0% | 0 | -4% | -1% | 4% | -1% | 3%[59 µM]

Brought forward from above: 3 entries, followed by the next part.
mol | ERG Ets-DNA blk | HP1b chromo inh | GLS inh | PI4K2A block | JMJD2A Tudor inh | Pin1 inh | BAZ2B block | PGK inhibitor | G9a inh
CC(=O)N1CCC(N(CCN2CCOCC2)C(=S)Nc2c(C)cccc2C)CC1 | 11% | 26% | 11% | -1 | -2% | -5% | 4% | -22% | 21%[59 µM]
COc1ccc(OC)c(S(=O)(=O)N2Cc3ccccc3CC2C(=O)O)c1 (stereo not drawn) | -3% | 13% | 6% | 4 | 2% | -11% | -9% | -5% | -33%[59 µM]
O=C(Nc1cccc(C(F)(F)F)c1)c1ccc2c(c1)nnn2C1CCCC1 | 2% | 13% | 0% | 0 | -4% | -1% | 4% | -1% | 3%[59 µM]
O=C(O)c1ccc(NC(=S)NC(=O)c2ccc(-c3ccccc3)cc2)cc1 | -2% | u | 13% | -1 | u | 9% | u | -18% | 18µM*
O=C1CCN(CC2CCCCC2)C=C1C(=O)c1ccccc1 | 12% | 22% | 0% | 0 | -14% | -11% | x | -1% | x
COc1ccccc1CNC(=O)c1cnc2sc(N3CCOCC3)nn2c1=O | -6% | 48%[activator] | -5% | -10 | -7% | 1% | -16% | -2% | 16%[59 µM]
Cc1sc(NC(=O)c2ccc(F)cc2)c(CN2CCCCCC2)c1C | 1% | 6% | 11% | -6 | -23% | u | -33% | -9% | 0%[59 µM]
COc1ccccc1NC(=S)N1CCCCCC1 | -3% | 37% | 30% | -2 | -3% | -8% | 2% | -7% | 73%[activator]
CCOc1ccc(CC(=O)Nc2cccc(-c3nc4cccnc4s3)c2C)cc1 | 2% | 48%[activator] | -6% | -6 | -19% | -8% | 0% | -2% | -35%[59 µM]
Nc1nonc1-c1nc2ccccc2n1CCC(=O)O | -13% | 12% | -8% | 5 | -17% | -2% | -2% | 0% | 19%[59 µM]
COC(=O)c1scc(-c2ccccc2)c1S(=O)(=O)Nc1ccc(C)c(Cl)c1 | 3% | 34% | -3% | 3 | -15% | u | -11% | -5% | 9%[59 µM]
COc1ccc(NC(=O)CN2C(=O)NC(C)(c3ccc(C)cc3)C2=O)cn1 (stereo not drawn) | x | 34% | 2% | -3 | -2% | -19% | 9% | 5% | 22%[59 µM]
CCN(Cc1ccccc1)C(=O)COC(=O)c1cc(Cl)nc(Cl)c1 | -6% | 41%[activator] | 0% | -3 | 1% | -7% | 3% | -3% | 34%
CC1(C)CC(=O)C2=C(C1)NC(=O)CC2c1ccc(N(CCC#N)CCC#N)cc1 (stereo not drawn) | x | 6% | 2% | -4 | -12% | 6% | -4% | -3%[11.5 µM] | -2%[59 µM]
CC(C)(C)c1ccc(S(=O)(=O)N2CCCC2C(=O)N2CCOCC2)cc1 (stereo not drawn) | 13% | -4% | 1% | -1 | -19% | 0% | -15% | -3% | x

Full records from above. Order of values: ERG Ets-DNA blk	HP1b chromo inh	GLS inh	PI4K2A block	JMJD2A Tudor inh	Pin1 inh	BAZ2B block	PGK inhibitor	G9a inh
O=C(O)c1ccc(NC(=S)NC(=O)c2ccc(-c3ccccc3)cc2)cc1 is listed with -2%	u	13%	-1	u	9%	u	-18%	18µM*
CC(C)(C)c1ccc(S(=O)(=O)N2CCCC2C(=O)N2CCOCC2)cc1 (stereo not drawn) is listed with 13%	-4%	1%	-1	-19%	0%	-15%	-3%	x

Back to the main list with the 2 entries that preceded the break.
mol | ERG Ets-DNA blk | HP1b chromo inh | GLS inh | PI4K2A block | JMJD2A Tudor inh | Pin1 inh | BAZ2B block | PGK inhibitor | G9a inh
CC1(C)CC(=O)C2=C(C1)NC(=O)CC2c1ccc(N(CCC#N)CCC#N)cc1 (stereo not drawn) | x | 6% | 2% | -4 | -12% | 6% | -4% | -3%[11.5 µM] | -2%[59 µM]
CC(C)(C)c1ccc(S(=O)(=O)N2CCCC2C(=O)N2CCOCC2)cc1 (stereo not drawn) | 13% | -4% | 1% | -1 | -19% | 0% | -15% | -3% | x
CSCCC(NS(=O)(=O)c1ccc(C)cc1)C(=O)NCC(C)(C)N1CCOCC1 (stereo not drawn) | 2% | 26% | 3% | 1 | -11% | -5% | -5% | -12% | 25%[12.7 µM]
CC(C)CC(=O)NC(NC(=O)CC(C)C)c1cccc([N+](=O)[O-])c1 | -2% | 33% | 4% | 4 | 7% | 5% | 2% | 3% | 6%
Nc1nc2nonc2nc1N1CCCCC1 | 9% | 26% | -3% | -2 | -6% | u | 6% | i | -9%
COc1ccc([C@H]2CC(=O)C=C(c3ccc(Cl)c(C(F)(F)F)c3)C2)cc1 | 2% | 64%[activator] | -6% | -4 | -4% | 5% | 8% | -1% | 5%[0.501 µM]
COc1ccc(NCc2cc3cc4c(cc3n(CC(=O)Nc3ccc(C)cc3C)c2=O)OCO4)cc1 | 1% | 6% | -18% | -3 | -16% | -5% | -21% | -10% | -31%[59 µM]
O=C(Nc1ccnn1C1CCN(CCCC2CCCC2)CC1)c1ccccc1 | -9% | 34% | -2% | 11 | -23% | -14% | -6%[57.1 µM] | -2% | 6%
O=C1c2ccccc2C(=O)N1CCC(=O)N1CCCc2ccccc21 | -2% | 26% | -3% | 2 | -8% | -2% | -14% | -5% | u
CCc1cccc(NC(=O)CCS(=O)(=O)c2cc3c(cc2C)NC(=O)CO3)c1 | -3% | 33% | 10% | -2 | -2% | -1% | -4% | -5% | x
O=C(COC(=O)c1c[nH]c2ccccc12)Nc1ccc([N+](=O)[O-])cc1 | 6% | 32% | 4% | -1 | -13% | -4% | -32% | 2% | 12%[12.7 µM]
Cn1cccc1/C=N/NC(=O)CNc1ccc2ccccc2c1 | 1% | u | -7% | 3 | 56µM* | -4% | 25µM* | -9% | 4µM*
CC(=O)c1ccc(OCc2cc(C(=O)NC(C)c3cnn(C)c3)no2)cc1 (stereo not drawn) | -9% | 39% | -2% | -16 | -12% | -3% | -32% | -6% | 11%
CCOc1ccc(NC(=O)CN(C)C(=O)c2ccc(C)c(S(=O)(=O)N3CCCCC3)c2)cc1OCC | -5% | 37% | -16% | 10 | -8% | 0% | -4% | -4% | -4%[0.501 µM]
